Screening results: PubChem BioAssay, several laboratories
EP2 antag: human EP2 receptor antagonists, primary screen, TR-FRET cAMP, C6 glioma cells; 260,000 tested, 0.52% active; inhibition, % at 25 µM; C6 glioma cells expressing human EP2; cells stimulated with saturating PGE2; AID 1422, 2008; Prostaglandin E2 receptor EP2 subtype (Homo sapiens), P43116;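 active means percent inhibition above 40 after rounding to a whole number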;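 further: rat C6 glioma host cells with rolipram phosphodiesterase inhibitor present; the protocol text gives 20 µM as final concentration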
Target sequence (P43116 whole entry, looked up): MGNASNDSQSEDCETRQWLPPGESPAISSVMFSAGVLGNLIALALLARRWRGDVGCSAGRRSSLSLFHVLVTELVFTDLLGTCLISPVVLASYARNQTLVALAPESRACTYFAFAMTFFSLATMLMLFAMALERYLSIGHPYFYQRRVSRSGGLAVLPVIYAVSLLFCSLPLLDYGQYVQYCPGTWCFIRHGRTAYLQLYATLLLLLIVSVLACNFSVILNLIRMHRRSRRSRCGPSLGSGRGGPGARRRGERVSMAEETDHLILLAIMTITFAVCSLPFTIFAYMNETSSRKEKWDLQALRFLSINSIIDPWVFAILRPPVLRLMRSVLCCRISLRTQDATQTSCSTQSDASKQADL
Tb hexokinase: Trypanosoma brucei hexokinase 1 inhibitors, primary screen, biochemical, G6PDH-coupled NADH absorbance, MLSCN library; recombinant TbHK1, G6PDH-coupled NADH A340; 220,000 tested, 0.11% active; inhibition, % at 10 µM; hexokinase 1 [Trypanosoma brucei]; AID 1430, 2008;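 active means inhibition of 50% or more in the single-dose primary screen; inactive means inhibition below 50%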
Wee1 stabilizer: Wee1 degradation inhibitors, primary screen, cell-based, HeLa, Wee1K328M-luciferase, luminescence. AID 1321, 2008. HeLa Luc-Wee1K328M stability; 100% = proteasome inhibitor MG132 effect. reporter increase, % at 5 µM. Wee1-like protein kinase (Homo sapiens), P30291. 220,000 tested, 1.2% active;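 active means activation above the mean of all tested compounds plus 3 SD, set per screening run, cut at about 8.8% in these data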;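 further: cells exposed to compound for 20 h before luminescence read; 0% = DMSO alone and 100% = MG132 at 30 µM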
PPC-1+TRAIL kill: compounds killing PPC-1 cancer cells with TRAIL present, primary screen, TRAIL potentiator project, ATPLite luminescence, uHTS; PPC-1 cells + TRAIL, ATPLite viability luminescence; cell killing (% activity), % at 4 µM; 220,000 tested, 0.41% active; AID 1443, 2008;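 active means cell killing above 50% in the first pass at 4 µM, then a duplicate retest at 5 µM averaging 50% or more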;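 further: plate controls were cells with TRAIL plus DMSO for no effect and medium-only wells lacking cells for full effect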
FXIIa inh: human FXIIa protease inhibitors, primary screen, biochemical, 1536-well | Coagulation factor XII (Homo sapiens), P00748 | purified FXIIa, Boc-QGR-AMC fluorogenic substrate, 2 h | inhibition, % at 5 µM | 220,000 tested, 0.3% active; in the data active means inhibition above about 40%;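 further: 0% = enzyme with no compound and 100% = blank without enzyme; many of its hits are not listed in these tables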
zVAD death inh: inhibitors of zVAD-triggered necroptosis, primary screen, L929 cells; L929 zVAD necroptosis rescue, ATP luminescence, 24 h; with zVAD 60 µM; viability rescue, % at 10 µM; 220,000 tested, 0.38% active; AID 1377, 2008;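 active means activation, scaled between plate controls, above about 75%, limit read from the data; inactive means activation under that limit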;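 further: 0% = zVAD with DMSO and 100% = DMSO alone without zVAD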
TNF death inh: inhibitors of TNF-alpha triggered necroptosis, primary screen, cell-based, Jurkat FADD-/-, single concentration | AID 463075, 2010 | 220,000 tested, 0.068% active | Jurkat FADD-/- TNF necroptosis rescue, ATP luminescence, 24 h; 0 = TNF only, 100 = no-TNF cells | activation (protection from cell death), % at 10 µM;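 active means activation, meaning protection from cell death, of at least 50% relative to plate controls; inactive means activation below 50%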;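 further: necroptosis triggered by 40 ng/mL TNF-alpha added together with compound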
CHOP inhibitor: inhibitors of CHOP promoter induction, primary screen, cell-based, unfolded protein response, luciferase reporter; CHO-K1 CHOP-promoter luciferase, tunicamycin-induced, 15-18 h; inhibition, % at 10 µM; 220,000 tested, 3.8% active;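 active means compounds that reduced the stress-induced luciferase reporter signal by more than about 70% of percent inhibition, limit read from the data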;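 further: 0% = tunicamycin plus vehicle and 100% = wells without tunicamycin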
FXIa inh: human FXIa protease inhibitors, primary screen, biochemical, 1536-well. Coagulation factor XI (Homo sapiens), P03951. purified FXIa, Boc-Glu-Ala-Arg-AMC fluorogenic substrate. inhibition, % at 5 µM. 220,000 tested, 0.14% active. AID 798, 2007;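 active means inhibition of at least 40%; inactive means inhibition below 40%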;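 further: fluorescence of freed AMC excited at 355 nm; 0% = enzyme without compound and 100% = no enzyme blank; many of its hits are not listed in these tables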
Target sequence (P03951 19-387 limits assumed): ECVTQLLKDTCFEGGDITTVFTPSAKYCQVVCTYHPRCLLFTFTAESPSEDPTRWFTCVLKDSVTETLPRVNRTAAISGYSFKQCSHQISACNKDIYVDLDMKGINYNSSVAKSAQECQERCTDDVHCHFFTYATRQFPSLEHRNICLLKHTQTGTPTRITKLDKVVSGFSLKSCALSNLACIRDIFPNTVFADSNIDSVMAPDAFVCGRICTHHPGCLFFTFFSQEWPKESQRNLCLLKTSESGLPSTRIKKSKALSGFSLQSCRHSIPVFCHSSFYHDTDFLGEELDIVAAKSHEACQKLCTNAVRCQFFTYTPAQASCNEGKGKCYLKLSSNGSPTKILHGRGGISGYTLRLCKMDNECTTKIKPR
Target sequence (P03951 388-625 limits assumed): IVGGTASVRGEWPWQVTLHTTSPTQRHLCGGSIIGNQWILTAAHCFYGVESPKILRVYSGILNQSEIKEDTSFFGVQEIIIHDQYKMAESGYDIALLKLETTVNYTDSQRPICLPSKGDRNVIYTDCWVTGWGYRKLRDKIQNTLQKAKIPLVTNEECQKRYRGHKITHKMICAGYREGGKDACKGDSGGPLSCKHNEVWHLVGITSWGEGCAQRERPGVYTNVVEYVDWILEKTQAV
* hit, by the source's call; & = joins results of further samples.

Screening COc1ccc(/C=C/C(=O)OCC(=O)N2CC(=O)Nc3ccccc32)cc1 returned EP2 antag 2, Tb hexokinase -3, Wee1 stabilizer 0, PPC-1+TRAIL kill 37, FXIIa inh 9, zVAD death inh 2.2, TNF death inh 1.1, CHOP inhibitor 17 and FXIa inh 2.
Screening CCCOC(=O)Nc1c(C)cccc1C(C)C returned EP2 antag 2, Tb hexokinase -1, Wee1 stabilizer -2, PPC-1+TRAIL kill 23, FXIIa inh 1, zVAD death inh 1.4, TNF death inh -0.3, CHOP inhibitor -18 and FXIa inh -3.
Screening Cc1cn(-c2ccc(Br)cc2)[nH]c1=O returned EP2 antag 8, Tb hexokinase 2, Wee1 stabilizer 0, PPC-1+TRAIL kill -3, FXIIa inh 8, zVAD death inh -1.1, TNF death inh -1.9, CHOP inhibitor 21 and FXIa inh -3.
For COC(=O)CC1Nc2ccccc2SC1=O (stereo unspecified) the results were EP2 antag 10&8, Tb hexokinase -1, Wee1 stabilizer 1, PPC-1+TRAIL kill -28, FXIIa inh 9, zVAD death inh -0.6, TNF death inh -1.8, CHOP inhibitor 16 and FXIa inh -3.
`COC(=O)c1sccc1NC(=O)Cc1ccc(OC)cc1` gave EP2 antag 3, Tb hexokinase -2, Wee1 stabilizer -2, PPC-1+TRAIL kill -18, FXIIa inh 6, zVAD death inh 0.1, TNF death inh 1.3, CHOP inhibitor -4 and FXIa inh 4.
O=C(N1CCCCCC1)N1CCN(C(=O)N2CCOCC2)CC1 was read as EP2 antag 8, Tb hexokinase 2, Wee1 stabilizer -1, PPC-1+TRAIL kill 18, FXIIa inh 13, TNF death inh 1.0, CHOP inhibitor -6 and FXIa inh 7.
Screening Cc1ccccc1C(=O)Nc1c(-c2cccs2)c(=O)c2ccccc2n1C returned EP2 antag 4, Tb hexokinase -15, Wee1 stabilizer 1, PPC-1+TRAIL kill 10, FXIIa inh 7, zVAD death inh -0.1, TNF death inh 1.2, CHOP inhibitor 15 and FXIa inh 0.
CC(C)NC(=S)N/N=C1\CCCc2ccccc21 was read as EP2 antag 14, Tb hexokinase 3, Wee1 stabilizer -2, PPC-1+TRAIL kill 13, FXIIa inh 11, zVAD death inh 1.3, TNF death inh -1.3, CHOP inhibitor 0 and FXIa inh -1.
`CC(C)CSC1=NSC2=NC(=O)/C(=C\c3ccccc3)C(=N)N12` gave EP2 antag 6, Tb hexokinase -1, Wee1 stabilizer -2, PPC-1+TRAIL kill 10, FXIIa inh 23, zVAD death inh 5.3, TNF death inh 0.3, CHOP inhibitor -1 and FXIa inh 13.
For Cc1ccc(NC(=O)CS(=O)CC(=O)N(CC(=O)NC2CCCC2)c2ccc3c(c2)OCCO3)cc1 (stereo unspecified) the results were EP2 antag 6, Tb hexokinase -6, Wee1 stabilizer 0, FXIIa inh 7, zVAD death inh 1.6, TNF death inh 0.2, CHOP inhibitor 0 and FXIa inh -3.
`Cc1cccc(C(=O)Nc2ccc(N3CCN(S(C)(=O)=O)CC3)cc2)c1` gave EP2 antag 6&7, Tb hexokinase 2, Wee1 stabilizer 0, PPC-1+TRAIL kill 23, FXIIa inh 8, zVAD death inh 2.9, TNF death inh 0.5, CHOP inhibitor 29 and FXIa inh -2.
Screening O=C(Nc1cccc2nsnc12)c1ccc(F)cc1 returned EP2 antag 20, Tb hexokinase -9, Wee1 stabilizer -1, PPC-1+TRAIL kill 2, FXIIa inh 16, zVAD death inh 0.6, TNF death inh -1.5, CHOP inhibitor 18 and FXIa inh -2.
Screening COC(=O)c1ccc(Cn2c(CN3CCOCC3)nc3ccccc3c2=O)o1 returned EP2 antag 3, Tb hexokinase -5, Wee1 stabilizer -1, PPC-1+TRAIL kill 17, FXIIa inh -4, zVAD death inh 0.4, TNF death inh -2.3, CHOP inhibitor 12 and FXIa inh -3.
`CC(C)c1ccc2c(c1)C(=O)NC(C)(C)C2` gave EP2 antag 7, Tb hexokinase 3, Wee1 stabilizer 6, PPC-1+TRAIL kill 18, FXIIa inh 8, zVAD death inh 0.7, TNF death inh 1.4, CHOP inhibitor 29 and FXIa inh 0.
Screening Cc1cc2[nH]ncc2cc1NC(=S)NC(=O)c1ccccc1 returned EP2 antag 11, Tb hexokinase -6, Wee1 stabilizer 0, PPC-1+TRAIL kill 10, FXIIa inh 6, zVAD death inh -0.1, TNF death inh -4.5, CHOP inhibitor 36 and FXIa inh 19.
`O=C(c1ncn[nH]1)N1CCN(c2nc(-c3ccccc3)cs2)CC1` gave EP2 antag 8, Tb hexokinase 3, Wee1 stabilizer 0, PPC-1+TRAIL kill -2, FXIIa inh 10, zVAD death inh -0.3, TNF death inh -1.0, CHOP inhibitor 28 and FXIa inh 8.
For O=C(NCCCN1CCOCC1)c1coc2ccccc2c1=O the results were EP2 antag 11, Tb hexokinase 4, Wee1 stabilizer 2, PPC-1+TRAIL kill -8, FXIIa inh 14, zVAD death inh 0.2, TNF death inh -2.5, CHOP inhibitor 2 and FXIa inh -15.
Screening COc1cc(CNCCN(C)C)c(Br)cc1OC1CCCC1 returned EP2 antag 10, Tb hexokinase -2, Wee1 stabilizer -4, PPC-1+TRAIL kill -5, FXIIa inh 2, zVAD death inh -0.2, TNF death inh 1.4, CHOP inhibitor 23 and FXIa inh -2.
Nc1c(S(=O)(=O)c2ccccc2)c2nc3ccccc3nc2n1/N=C/c1ccco1 was read as EP2 antag 14, Tb hexokinase -19, Wee1 stabilizer 0, PPC-1+TRAIL kill -2, FXIIa inh -10, zVAD death inh -0.2, TNF death inh -6.9, CHOP inhibitor 19 and FXIa inh -7.
`CN(C(=O)Nc1cccc(C(F)(F)F)c1)C1CCCCC1` gave EP2 antag 4, Tb hexokinase -8, Wee1 stabilizer 0, PPC-1+TRAIL kill -15, FXIIa inh 16, zVAD death inh 2.5, TNF death inh 7.9, CHOP inhibitor -13 and FXIa inh 8.
O=C(/C=C/c1ccco1)Nc1cccc(S(=O)(=O)N2CCOCC2)c1 was read as EP2 antag 3, Tb hexokinase -28, Wee1 stabilizer 4, PPC-1+TRAIL kill 27, FXIIa inh 1, zVAD death inh 0.6, TNF death inh -1.2, CHOP inhibitor 2 and FXIa inh -5.
Screening CCCCc1n[nH]c2c1C(=O)CC(C)(C)C2 returned EP2 antag 14, Tb hexokinase 0, Wee1 stabilizer -1, PPC-1+TRAIL kill 8, FXIIa inh 6, zVAD death inh 5.7, TNF death inh 1.5, CHOP inhibitor 7 and FXIa inh 2.
Screening COc1ccc(C(C(=O)Nc2ccc(C(C)C)cc2)N(Cc2ccco2)C(=O)CC2NC(=O)NC2=O)cc1 (stereo unspecified) returned EP2 antag 7, Tb hexokinase -4, Wee1 stabilizer 16*, PPC-1+TRAIL kill 3, FXIIa inh 4, zVAD death inh 1.5, TNF death inh 3.3, CHOP inhibitor -11 and FXIa inh -2.
CC(C)(C)c1ccc(-c2nnc(SCCC#N)n2C2CCCC2)cc1 was read as EP2 antag 11, Tb hexokinase 8, Wee1 stabilizer 0, PPC-1+TRAIL kill 6, FXIIa inh 8, zVAD death inh -0.3, TNF death inh -1.6, CHOP inhibitor 72* and FXIa inh -1.
For Cc1cc2cc(CN(Cc3ccco3)C(=O)C3CCCCC3)c(=O)[nH]c2cc1C the results were EP2 antag 10, Tb hexokinase -5, Wee1 stabilizer 1, PPC-1+TRAIL kill 2, FXIIa inh 0, zVAD death inh 4.5, TNF death inh 1.1, CHOP inhibitor 105* and FXIa inh 0.
Screening Cc1noc(/C=C/N(C)C)c1S(=O)(=O)N1CCCC(C(=O)NCc2ccc(Cl)cc2)C1 (stereo unspecified) returned EP2 antag 5, Tb hexokinase -46, Wee1 stabilizer 1, PPC-1+TRAIL kill 22, FXIIa inh 6, zVAD death inh 0.2, TNF death inh 0.5, CHOP inhibitor 48 and FXIa inh 0.
O=C(N/N=C/c1cccc([N+](=O)[O-])c1)c1ccc(CN2CCOCC2)cc1 was read as EP2 antag 6, Tb hexokinase 7, Wee1 stabilizer -1, PPC-1+TRAIL kill 30, FXIIa inh 10, zVAD death inh 3.1, TNF death inh 1.2, CHOP inhibitor -20 and FXIa inh 6.
For Cc1ccc2c(CSc3nncn3C)cc(=O)oc2c1C the results were EP2 antag 8, Tb hexokinase -9, Wee1 stabilizer 1, PPC-1+TRAIL kill 8, FXIIa inh 6, zVAD death inh 4.3, TNF death inh 1.3, CHOP inhibitor 17 and FXIa inh -11.
Screening CCCCOc1ccc(S(N)(=O)=O)cc1 returned EP2 antag 12, Tb hexokinase 6, Wee1 stabilizer 1, PPC-1+TRAIL kill -17, FXIIa inh 2, zVAD death inh 0.2, TNF death inh -1.1, CHOP inhibitor 5 and FXIa inh 0.
For Cc1ccc(-n2cc(-c3ccccc3)c3c(=O)[nH]cnc32)cc1 the results were EP2 antag 13, Tb hexokinase 1, Wee1 stabilizer 1, PPC-1+TRAIL kill 0, FXIIa inh 9, zVAD death inh 2.2, TNF death inh 0.3, CHOP inhibitor 42 and FXIa inh -3.
For CCC(C)(C)C1CCC(=NNS(=O)(=O)c2ccc(C)c([N+](=O)[O-])c2)CC1 (stereo unspecified) the results were EP2 antag 7, Tb hexokinase -8, Wee1 stabilizer -2, PPC-1+TRAIL kill 7, FXIIa inh 1, zVAD death inh 0.7, TNF death inh 1.3, CHOP inhibitor 70* and FXIa inh -5.
For Cc1cccc(C)c1NC(=O)COC(=O)C1CC(=O)N(Cc2ccccc2)C1 (stereo unspecified) the results were EP2 antag 9, Tb hexokinase 3, Wee1 stabilizer -1, PPC-1+TRAIL kill 4, FXIIa inh 12, zVAD death inh 1.1, TNF death inh 0.2, CHOP inhibitor 1 and FXIa inh -2.
For CCOC(=O)c1c(NC(=O)c2cc(C(C)C)on2)sc(C(C)=O)c1C the results were EP2 antag 11, Tb hexokinase -14, Wee1 stabilizer 0, PPC-1+TRAIL kill -2, FXIIa inh 24, zVAD death inh -0.8, TNF death inh -1.0, CHOP inhibitor 93* and FXIa inh 9.
For O=C(/C=C/c1cc2c(cc1Br)OCO2)NCc1ccc(F)cc1 the results were EP2 antag 13, Tb hexokinase 1, Wee1 stabilizer 0, PPC-1+TRAIL kill 4, FXIIa inh 1, zVAD death inh 0.0, TNF death inh -0.7, CHOP inhibitor -4 and FXIa inh 2.
`CC(=O)N1CCc2c(sc(NC(=O)c3ccc(S(=O)(=O)N(C)C)cc3)c2C#N)C1` gave EP2 antag 10, Tb hexokinase -22, Wee1 stabilizer 2, zVAD death inh 0.8 and TNF death inh 0.4.

An excerpt (hit frequency here may not be typical).
